# Vif-APOBEC3G blk = inhibitors of Vif-APOBEC3G interaction | Potency, µM (series often up to 46.1 µM), inactives show top-dose activity, negative = active, actives largely listed as inhibitors | 0.076% of 410,000 active | Q9HC16 | HeLa A3G-eYFP + Vif (tagged APOBEC3G with the HIV-1 protein that degrades it), YFP fluorescence, overnight;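 further: potency means the concentration at half of the fitted maximal effect; on the % scale 0 is the no-effect control and ±100 the full control effect; nearly all actives have a fitted effect of over 60% in size; hits raise eYFP signal because A3G escapes Vif-driven loss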
# Target sequence (Q9HC16 whole entry, looked up): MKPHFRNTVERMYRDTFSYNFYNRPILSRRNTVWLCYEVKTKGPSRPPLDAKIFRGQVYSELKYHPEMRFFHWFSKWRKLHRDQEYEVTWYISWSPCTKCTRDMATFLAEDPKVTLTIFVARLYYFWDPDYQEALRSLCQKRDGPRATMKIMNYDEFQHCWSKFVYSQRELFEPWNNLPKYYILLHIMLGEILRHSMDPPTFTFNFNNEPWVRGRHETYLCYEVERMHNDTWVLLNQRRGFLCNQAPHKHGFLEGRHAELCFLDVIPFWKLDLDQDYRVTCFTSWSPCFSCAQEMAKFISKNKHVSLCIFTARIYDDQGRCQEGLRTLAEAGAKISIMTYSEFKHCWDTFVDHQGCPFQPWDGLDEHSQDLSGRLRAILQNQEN
#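 Read-out is eYFP fluorescence (Ex 488/Em 500-530) from Vif-expressing HeLa A3G-eYFP cells; more signal means A3G escaped Vif-mediated degradation. Cells plated overnight, compound pinned in, incubated overnight at 37 deg C.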
# IDH1 R132H inh = inhibitors of human mutant IDH1 R132H; O75874; IDH1-R132H enzyme, NADPH consumption, diaphorase/resazurin fluorescence; Potency, µM (top dose mostly 76.6 µM), without a hit: at the top dose activity change, negative = inhibition, most hits filed as inhibitors; 0.093% of 390,000 active; further: potency means the concentration at half of the fitted maximal effect; on the % scale 0 is the no-effect control and ±100 the full control effect; nearly all actives have a fitted effect of over 65% in size
#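 IDH1-R132H (0.5 ug/mL dispensed) in pH 7.5 Tris buffer was preincubated 30 min with compound, then given a substrate mix of 0.016 mM NADPH and 2 mM alpha-KG for 80 min at room temperature; remaining NADPH was read by diaphorase/resazurin fluorescence.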
# Glioma ERSR ind = inducers of ER stress response in human glioma cells | U87-MG GRP78 promoter luciferase reporter, 16 h | Potency, µM, for the others: at the top dose activation, most hits filed as activators | 0.02% of 420,000 active | AID 602332; further: potency means the concentration at half of the fitted maximal effect; series mostly up to about 76 µM; % of control where 0% means no effect; nearly all actives have a fitted effect of over 35% in size
#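 ERSR induction read as luciferase luminescence (Bright-Glo, 10 min at room temperature) in stably transfected human U87-MG glioma cells exposed to compounds for 16 h, using GRP78 as sensor.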
# USP1-UAF1 inh = blocks the human USP1/UAF1 deubiquitinase complex. O94782. recombinant USP1/UAF1, Ub-Rhodamine cleavage fluorescence. Potency, µM (series often up to 57.1 µM), for the others: top-dose activity change, negative = inhibition, most hits filed as inhibitors. 0.23% of 390,000 active. AID 743255; further: potency means the concentration at half of the fitted maximal effect; on the % scale 0 is the no-effect control and ±100 the full control effect; nearly all actives have a fitted effect of over 60% in size; inactives centre near -12
#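 Step one: compound is pinned into 1nM USP1/UAF1 in HEPES pH 7.8 buffer with TCEP. Step two: 15 min room-temperature incubation. Step three: Ub-Rho (150nM final) starts cleavage, tracked by fluorescence over six one-minute reads.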
# LDHA inh = LDHA (human) enzyme inhibition | 0.15% of 480,000 active | purified LDHA, NADH/diaphorase-resazurin fluorescence; hits give low values | activity change, % (values are at about 110 or 230 µM); in the data active means activity change below about -30%; inconclusive means mostly about -25% to -30%;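 further: plate controls were DMSO wells for no effect and wells without enzyme for full effect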
#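 Remaining NADH was detected by diaphorase (0.133 mg/mL) converting 37 µM resazurin to fluorescent resorufin, read at 0 and 20 minutes. The preceding 5-minute room-temperature reaction used 2 nM LDHA, 0.2 mM sodium pyruvate and 0.06 mM NADH at pH 7.4.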
# RGS4 inhibitor = blocks human RGS4-accelerated GTP hydrolysis; Transcreener GDP fluorescence polarization, RGS4-accelerated GTP hydrolysis; P49798; AID 504845; 0.039% of 390,000 active; Potency, µM (top dose mostly 114 µM), inactives show at the top dose activity change, negative = inhibition, hits mostly inhibitors; further: potency means the concentration at half of the fitted maximal effect; on the % scale 0 is the no-effect control and ±100 the full control effect; nearly all actives have a fitted effect of over 75% in size; some results filed as inactive show a strong effect at the top dose
#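 MLSMR compounds (23 nl, pin-transferred) preincubated 10 min at room temperature with a 500nM (2x) first reagent, then RGS4 at 900nM (2x) plus Transcreener GDP mix added; fluorescence polarization (620/688 nm) read before and after 90 min at 30 °C.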
# rTrxR1 inhibitor = rat TrxR1 inhibition; 1% of 390,000 active; recombinant rTrxR1, NADPH fluorescence consumption, selenite substrate; O89049; Potency, µM (top dose mostly 114 µM), for the others: top-dose activity change, negative = inhibition, usual class: inhibitors; further: potency means the concentration at half of the fitted maximal effect; on the % scale 0 is the no-effect control and ±100 the full control effect; nearly all actives have a fitted effect of over 65% in size
# Target sequence (O89049 whole entry, looked up): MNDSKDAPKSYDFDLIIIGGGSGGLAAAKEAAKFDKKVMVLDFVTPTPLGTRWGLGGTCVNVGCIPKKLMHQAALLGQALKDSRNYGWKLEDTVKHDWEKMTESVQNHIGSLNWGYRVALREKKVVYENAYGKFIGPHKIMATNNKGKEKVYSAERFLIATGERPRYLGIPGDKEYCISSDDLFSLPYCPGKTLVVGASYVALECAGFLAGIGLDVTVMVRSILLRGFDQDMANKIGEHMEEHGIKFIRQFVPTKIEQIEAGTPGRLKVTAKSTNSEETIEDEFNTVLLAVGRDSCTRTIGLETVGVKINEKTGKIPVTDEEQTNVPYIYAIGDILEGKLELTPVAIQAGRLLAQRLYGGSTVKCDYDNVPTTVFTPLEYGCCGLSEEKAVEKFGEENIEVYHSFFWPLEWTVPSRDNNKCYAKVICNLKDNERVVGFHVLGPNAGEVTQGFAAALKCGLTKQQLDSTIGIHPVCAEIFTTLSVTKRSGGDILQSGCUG
#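 Rat TrxR1 (90 nM in the dispensed reagent) was pre-reduced with 400 uM NADPH for 5 min at room temperature, then incubated with compound for 15 min. After 400 uM selenite was added, NADPH fluorescence (Ex 340/Em 450 nm) was followed for 8 min.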
# TrxR1 substrate = substrates of rat thioredoxin reductase 1 | O89049 | purified TrxR1 substrate turnover, NADPH consumption readout | Potency, µM (titrated, usually from 114 µM), for inactives: top-dose activity change, negative = substrate turnover | 0.01% of 390,000 active | AID 588456; further: potency means the concentration at half of the fitted maximal effect; on the % scale 0 is the no-effect control and ±100 the full control effect; nearly all actives have a fitted effect of over 50% in size
#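 Rat TrxR1, dispensed at 90 nM, was prereduced with 400 uM NADPH (final) for 5 min at ~22 deg C, then incubated with compound 15 min before 400 uM selenite. A first-read NADPH fluorescence drop versus no-compound background flagged substrates.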
# Vif-APOBEC3F blk = blocks the Vif interaction with APOBEC3F | HeLa A3F-eYFP + Vif (tagged APOBEC3F with the HIV-1 protein that degrades it), YFP fluorescence increase | Potency, µM (highest dose often 46.1 µM), without a hit: top-dose activity, negative = active | 0.2% of 390,000 active | AID 602313; further: potency means the concentration at half of the fitted maximal effect; % of control where 0% means no effect; nearly all actives have a fitted effect of over 65% in size
#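 Fluorescence increase (Ex 488/Em 500-530) after overnight compound treatment at 37 deg C flags inhibition of Vif-driven A3F-eYFP loss in stable HeLa A3F-eYFP/Vif cells seeded overnight beforehand.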
# * marks the source's active call; other numbers are inactive results; ? = inconclusive; . = not tested or not shown; & = joins results of further samples; [ ] = dose if it differs, or a comment. Unless noted, the call rests on the fitted dose curve; in most records, active means well fitted curve in the direction sought with a large enough effect; inconclusive means small, poorly fitted or top-dose-only effect, or another doubt; inactive means no such curve, though single readings can be large; an effect the other way counts as inactive or inconclusive.
Structure	Glioma ERSR ind	rTrxR1 inhibitor	RGS4 inhibitor	USP1-UAF1 inh	Vif-APOBEC3F blk	Vif-APOBEC3G blk	TrxR1 substrate	IDH1 R132H inh	LDHA inh
CCOc1ccccc1NC(=O)CNC(=O)c1nn(-c2ccc(OC)c(OC)c2)c(=O)c2ccccc12	-2%	60%[activator]	-16%	?	2%	2%	33%[activator]	-9%	-6
O=C1C(=O)N(CCCn2ccnc2)C(c2cccnc2)/C1=C(/O)c1ccc(F)cc1 (stereo not drawn)	-5%	-12%	-5%	-2%	9%	-2%	-11%	4%	-4
CN(c1ccc(F)cc1)S(=O)(=O)c1ccc2[nH]cc(C(=O)O)c(=O)c2c1	-4%	11%[57.1 µM]	30%	-23%	6%	-1%	3%[57.1 µM]	-3%	-30*
COc1cccc(-n2c(N)c(-c3nc4ccccc4[nH]3)sc2=S)c1	2%	35%[57.1 µM]	-28%	-13%	12%	-2%	-3%[57.1 µM]	8%	1
O=C(COC(=O)CCc1ccc(S(=O)(=O)N2CCOCC2)cc1)Nc1ccccc1OC(F)F	2%	-2%[2.29 µM]	4%	-9%	1%	0%	6%[57.1 µM]	17%	-10
COc1ccc(-c2csc3ncnc(Nc4ccc(OC)cc4OC)c23)cc1	-3%	10%[57.1 µM]	18%	-21%	5%	-5%	-5%[57.1 µM]	0%	2&-9
COc1ccccc1N1CCN(c2ccc(=O)n(CC(=O)Nc3ccc(F)c(F)c3)n2)CC1	-3%	-7%[57.1 µM]	28%	-25%	-3%	-2%	-7%[57.1 µM]	-15%	7
CCOc1ccccc1OCCCC(=O)NNC(=O)c1nn(C)c(=O)c2ccccc12	-6%	15%	-10%	-24%	-21%	-4%	5%	7%	-6
C=CCn1c(Sc2nc(C)cs2)nc2c1c(=O)[nH]c(=O)n2C	0%	8%[57.1 µM]	-9%	-13%	1%	0%	4%[57.1 µM]	3%	-6
C/C(CC(=O)N1CCN(C=O)CC1)=N\NC(=O)c1cccc([N+](=O)[O-])c1	1%	1%[57.1 µM]	11%	-12%	7%	0%	1%[57.1 µM]	10%	2
O=C(Nc1ccc(Br)cc1)C(Cc1ccccc1)NS(=O)(=O)c1cccc2nsnc12 (stereo not drawn)	-3%	9%[57.1 µM]	6%	5%	-3%	-3%	-2%[57.1 µM]	-3%	-4
O=C(NCCSCc1c(F)cccc1Cl)c1ccco1	8%	0%	-17%	0%	-4%	1%	6%	4%	-2
Cc1cc(F)c(F)c(C(=O)N2CCOCC2)c1Cl	-4%	13%[57.1 µM]	-31%	-4%	-2%	-4%	9%[57.1 µM]	5%	2
O=C(NCCc1ccccc1)[C@@H]1CC=C[C@@H]2CCN(C3CC3)C(=O)[C@@H]21	-4%	15%	.	.	.	0%	-2%	.	.
N#Cc1ccc(OC(=O)C2CCN(C3=NS(=O)(=O)c4ccccc43)CC2)cc1	6%	-6%	-1%	-10%	3%	1%	3%	2%	-6
c1ccc(OCc2nnnn2-c2ccccc2)cc1	-4%	27%	-17%	-9%	9%	0%	12%	5%	-6
NC(=O)C1(N2CCCCC2)CCN(Cc2ccc(Br)cc2)CC1	-4%	?	-16%	0%	-1%	3%	-1%	3%	-4
Cc1ccc(C)c(N(C(=O)c2ccco2)C(C(=O)NC2CCCC2)c2ccco2)c1 (stereo not drawn)	-3%	11%	21%	-8%	-4%	2%	-1%	46µM*	-16
CC(C)CCNC(=O)Cn1cc(S(=O)(=O)Cc2ccc(F)cc2)c2ccccc21	-2%	11%	-8%	?	-3%	-2%	-6%	1%	10
COc1ccc(NC(=O)C(c2ccccc2)N(C)C(=O)c2ccc(=O)[nH]c2)cc1 (stereo not drawn)	0%	-7%	5%	-13%	-8%	0%	-6%	2%	-4
CC(C)(C)c1cc(C2=CSC3=NCCN23)cc(C(C)(C)C)c1O	-8%	5%	?	-15%	-3%	3%	-3%	?	-2
CC(NC(=O)c1ccc(F)cc1F)C1CC2CCC1C2 (stereo not drawn)	-2%	9%	36%	-20%	-2%	-5%	-2%	3%	-3
CN(C)CC1CCC/C(=C\c2ccc(OC(=O)/C=C/c3ccc(Cl)c(Cl)c3)cc2)C1=O (stereo not drawn)	-4%	?	-14%	0%	-17%	-2%	3%	8%	5
CN(CC(=O)Nc1ccc(Cl)c(C(F)(F)F)c1)C(=O)CCC(=O)c1ccccc1	-2%	15%	-18%	-26%	0%	0%	-1%	11%	-1
C(/C=C/c1ccccc1)=N/N1CCN(c2ccccc2)CC1	7%	19%	28%	-14%	-10%	4%	-1%	15%	-12
CC1CN(S(=O)(=O)c2cccc(C(=O)OCC(=O)NCc3ccccc3)c2)CC(C)O1 (stereo not drawn)	-2%	28%	7%	-17%	6%	-12%	4%	-2%	-8
Cc1c(C(=O)Nc2nnc(C3CC3)s2)oc2ccccc12	2%	6%	-12%	-12%	4%	-6%	2%	9%	-3
O=C(CSc1ccc(-c2ccccc2)nn1)NC1CCCC1	0%	-17%	28%	-11%	-3%	1%	-16%	21%	-6
CN(C)c1ccc(CNC2CC(C)(C)NC(C)(C)C2)cc1	2%	-2%[57.1 µM]	0%	-2%	-7%	2%	7%[57.1 µM]	1%	4
COc1ccc(OC)c(NC(=O)[C@@H]2CCCN2C(=O)c2cccs2)c1	-2%	-3%[57.1 µM]	4%	-10%	5%	-3%	0%[57.1 µM]	2%	-1
COC(=O)CC1Oc2ccc(Cl)cc2-n2cc(-c3ccc(C)cc3)nc21 (stereo not drawn)	-2%	-11%	14%	-9%	4%	3%	-10%	31%[activator]	-2&-6
Cc1ccc(COc2coc(CO)cc2=O)cc1	4%	-1%	3%	-13%	-4%	1%	-6%	0%	-5
COc1ccc(/C=C/C(=O)NC(=S)Nc2ccccc2C(=O)NC2CCCCC2)cc1	-3%	9%	-5%	?	-13%	-14%	8%	-6%	-8
O=C(O)CC(NC(=O)C12CC3CC(CC(C3)C1)C2)c1ccc(OC2CCCC2)cc1 (stereo not drawn)	19%	19%[57.1 µM]	-2%	3%	0%	0%	12%	14%	-8
Cc1ccc(OCc2nnc(N)s2)cc1C	2%	3%[57.1 µM]	-25%	-9%	7%	0%	3%[57.1 µM]	3%	-4
CC1CCCN(c2csc3ccccc3c2=O)C1 (stereo not drawn)	5%	7%[57.1 µM]	-12%	-2%	1%	1%	1%[57.1 µM]	0%	2
CCOC(=O)c1nnc(-c2ccc(C)cc2)nc1Oc1ccc(Cl)cc1Cl	-3%	-7%[57.1 µM]	0%	-9%	-15%	-9%	-3%[57.1 µM]	3%	-3
COc1ccc(-c2csc3ncnc(NCCN4CCOCC4)c23)cc1	-3%	17%[57.1 µM]	-15%	-13%	4%	?	12%[57.1 µM]	3%	-2
COc1ccc2oc(=O)c(C(=O)N3CCN(c4ccccc4F)CC3)cc2c1	-3%	-8%	-3%	-25%	-4%	-6%	5%	3%	-5
O=C(CSc1nc2c([nH]c3ccccc32)c(=O)n1-c1ccccc1F)Nc1cccc(C(F)(F)F)c1	-3%	22%[57.1 µM]	-22%	-33%	1%	-3%	1%[57.1 µM]	-7%	-2
CC1=NN(c2ccccc2)C(=O)/C1=C\c1ccc(Br)s1	-2%	?	-20%	-23%	-2%	-8%	1%	-2%	-1
CCOC(=O)Cc1csc(NC(=O)c2ccc3c(c2)OCO3)n1	0%	2%	-5%	-20%	3%	3%	-2%	-1%	-3
COc1ccc(/C=C2\SC(=S)N(C(C)C(=O)NC3C=CS(=O)(=O)C3)C2=O)cc1 (stereo not drawn)	13%	-5%	-43%	-31%	-13%	-5%	-3%	-6%	-5
Cc1ccc(S(=O)(=O)N(C)C)cc1NC(=O)COC(=O)Cc1ccccc1F	-2%	-4%	-7%	-15%	3%	-4%	-5%	4%	-4
CCCCN(C(=O)C(C)N1C(=O)c2ccccc2C1=O)c1c(N)n(CC(C)C)c(=O)[nH]c1=O (stereo not drawn)	0%	-7%	-5%	-3%	2%	-1%	-9%	9%	-4
COc1ccc(S(=O)(=O)N2CCOC2CNC(=O)C(=O)NCCc2ccc(OC)c(OC)c2)cc1C (stereo not drawn)	-2%	11%	7%	-14%	-5%	1%	4%	6%	-10
CCCCCC(=O)N1CCCCC1	-6%	15%	8%	-22%	0%	4%	5%	2%	0
CC(=O)c1ccc(S(=O)(=O)NC2CC(=O)N(c3ccc4c(c3)OCCO4)C2)cc1 (stereo not drawn)	-7%	-2%[57.1 µM]	9%	-14%	-1%	4%	-5%[57.1 µM]	-5%	1
Cn1c(SCC(=O)N2CCCCC2)nc2c([nH]c3ccccc32)c1=O	-3%	-8%	-38%	-16%	-4%	4%	-7%	2%	-3

# Screens as filed in PubChem BioAssay.

# An excerpt; rates above refer to the full screens.
